# High-throughput results (PubChem BioAssay)
# TPT1 inhibitor = blocks Candida albicans tRNA 2'-phosphotransferase; recombinant caTPT1, FP RNA substrate dephosphorylation; inhibition, % at 5 µM; hit rate 0.81% among 300,000;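 active means inhibition above the mean of all tested compounds plus 3 SD, set per screening campaign, cut at about 24% in these data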;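 further: plate controls were DMSO alone for no effect and ferristatin control at 100 nM for full effect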
# proCasp7 act = activates human procaspase-7, counter-screen for procaspase-3 activators; recombinant procaspase-7, Ac-DEVD-pNA absorbance 405 nm; D23A/D198A/D206A triple mutant, cannot self-cleave; scale: DMSO 0, 5 µM enzyme 100; activation, % at 8.5 µM; hit rate 0.093% among 330,000; AID 463210;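 active means percent activation above the screen-wide mean plus 3 SD, cut at about 25% in these data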
#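 System: Procaspase-7 triple mutant (PC-7 D3A); measure: % activation from two-timepoint absorbance difference, scaled to controls; times: 1 h compound preincubation, 2 h substrate cleavage, 25 °C; also added: Ac-DEVD-pNA substrate, 400 µM as added; measured by: Epi-absorbance of released pNA at 405 nm, two timepoints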
# PP5 inh = PP5 (human) phosphatase inhibition. purified PP5c, OMFP substrate fluorescence. inhibition, % at 6.7 µM. hit rate 0.18% among 320,000. AID 1987;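 active means inhibition above the campaign's mean inhibition across all tested compounds plus 3 SD, cut at about 9.5% in these data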;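 further: 0% = DMSO only and 100% = 100 µM cantharidin control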
# JMJD2C inh = human JMJD2C demethylase inhibition; Q9H3R0; GST-JMJD2C(1-420) H3K9me3 demethylation, DELFIA europium; inhibition, % at 2.35 µM; hit rate 0.069% among 330,000; AID 2099;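 active means more than half of a compound's replicate wells show inhibition beyond 50%, single wells judged on their own value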;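 further: signal counts dimethyl H3K9 product captured on neutravidin plate; 0% = median of DMSO wells and 100% = 0.3 times that DMSO median; strong numbers were not always called active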
# Target sequence (Q9H3R0 1-420 limits assumed): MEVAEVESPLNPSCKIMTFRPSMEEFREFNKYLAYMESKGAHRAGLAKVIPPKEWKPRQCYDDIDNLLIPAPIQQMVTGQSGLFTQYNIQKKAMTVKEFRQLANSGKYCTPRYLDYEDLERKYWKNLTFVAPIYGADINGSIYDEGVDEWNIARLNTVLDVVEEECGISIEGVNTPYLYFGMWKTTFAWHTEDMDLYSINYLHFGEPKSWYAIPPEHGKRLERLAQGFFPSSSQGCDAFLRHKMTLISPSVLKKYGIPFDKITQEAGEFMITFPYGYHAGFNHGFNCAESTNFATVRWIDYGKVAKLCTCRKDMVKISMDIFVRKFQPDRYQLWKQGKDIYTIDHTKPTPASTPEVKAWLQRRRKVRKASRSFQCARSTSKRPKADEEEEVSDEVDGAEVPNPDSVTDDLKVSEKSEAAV
# Efflux pump mplx = antifungal efflux pump inhibition, Nile Red retention. hit rate 0.44% among 330,000. S. cerevisiae Candida pump triplex. inhibition, % at 10 µM. AID 485275;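 active means plate passing quality check with inhibition over a set limit, or well fluorescence over plate mean plus 4 SD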;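 further: Nile Red retained in pooled yeast measured as flow cytometry median fluorescence; 0% = buffer negative control and 100% = Enniatin B positive control; higher means more Nile Red kept so more efflux inhibition; some compounds called inactive have numbers as strong as hits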
# proCasp3 act = activators of human procaspase-3. hit rate 0.11% among 330,000. P42574. recombinant procaspase-3 D3A, Ac-DEVD-pNA absorbance 405 nm. activation, % at 8.5 µM. AID 463141;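 active means activation above the mean of all tested compounds plus 3 SD, cut at about 21% in these data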;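 further: 0% = DMSO alone and 100% = DMSO wells spiked with extra 5 µM PC-3 D3A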
# Target sequence (P42574 whole entry D9A/D28A/D175A): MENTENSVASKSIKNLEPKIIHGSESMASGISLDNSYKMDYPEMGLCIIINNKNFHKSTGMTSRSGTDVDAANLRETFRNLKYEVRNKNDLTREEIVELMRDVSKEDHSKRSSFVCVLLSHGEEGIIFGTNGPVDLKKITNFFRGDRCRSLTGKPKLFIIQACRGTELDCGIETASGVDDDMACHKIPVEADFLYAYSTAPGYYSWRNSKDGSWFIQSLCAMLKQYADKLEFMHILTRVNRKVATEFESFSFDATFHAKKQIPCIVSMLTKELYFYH
#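 Assay system: Autoprocessing-dead procaspase-3 D3A mutant enzyme; also added: Ac-DEVD-pNA; doses: one concentration, 8.5 µM nominal, 0.8% DMSO; times: 1 h compound preincubation, 2 h substrate hydrolysis at 25 °C; technique: 405 nm absorbance of p-nitroaniline, reads at 0 and 120 min; measure: % activation between DMSO and enzyme-spiked controls; repeats: single replicate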
# Fh CTSL1 inh = cathepsin L1 inhibition, PFM18AAP counter-screen | recombinant F. hepatica cathepsin L1, Z-Leu-Arg-MCA fluorescence | hit rate 0.49% among 300,000 | inhibition, % at 5.96 µM | AID 1906;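 active means inhibition above the mean of all tested compounds plus 3 SD, set per screening campaign, cut at about 17% in these data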;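 further: 0% = plate median of test compound wells and 100% = 1 µM Z-Phe-Ala-diazomethylketone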
# HCV core dimer = HCV core protein dimerization inhibition. AID 1899. hit rate 0.33% among 300,000. TR-FRET GST/Flag-core106 dimerization, 1536-well. inhibition, % at 5 µM;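 active means inhibition above the mean of all tested compounds plus 3 SD, set per screening campaign, cut at about 45% in these data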
#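 assay system = GST-tagged and Flag-tagged HCV core protein residues 1-106 | controls = unlabelled core106 and no-GST-core106 wells | incubation = compound-protein-antibody incubation 4 h at 22.5 °C | probe or stimulus = Eu donor and XL665 acceptor anti-tag antibodies | read-out = % inhibition based on acceptor/donor emission ratio | signal = TR-FRET 671 and 617 nm emission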
# PP1 counter = PP1-alpha (human) inhibition in PP5 counter-screen; purified PP1alpha, OMFP fluorescence; inhibition, % at 6.7 µM; hit rate 0.9% among 320,000; AID 2235;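 active means inhibition above the mean inhibition of all tested compounds plus 3 SD, computed separately for each screening campaign, cut at about 15% in these data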
# Target sequence (P62136 whole entry, looked up): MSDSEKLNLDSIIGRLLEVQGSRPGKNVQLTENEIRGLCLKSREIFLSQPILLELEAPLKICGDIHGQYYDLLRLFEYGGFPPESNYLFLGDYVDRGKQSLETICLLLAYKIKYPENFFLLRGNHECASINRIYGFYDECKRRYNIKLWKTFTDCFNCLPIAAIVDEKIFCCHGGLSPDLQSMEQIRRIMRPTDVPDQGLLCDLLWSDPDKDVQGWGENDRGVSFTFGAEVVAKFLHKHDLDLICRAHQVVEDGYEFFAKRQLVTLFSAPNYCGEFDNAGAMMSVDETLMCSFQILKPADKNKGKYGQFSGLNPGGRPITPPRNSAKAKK
# * marks the source's active call; other numbers are inactive results; · = not tested or not shown.
SMILES	JMJD2C inh	Fh CTSL1 inh	TPT1 inhibitor	HCV core dimer	proCasp7 act	proCasp3 act	PP1 counter	PP5 inh	Efflux pump mplx
Cc1ccc(Cn2c(C3CCCN3c3nc(-c4cc(Cl)c(N)c(Cl)c4)cs3)nc3cc(C(=O)NCCCO)ccc32)cc1 (configuration not stated)	-5	-1	6	12	0	-2	-1	0.2	-0.1
CCOCCCn1c(=S)[nH]c2cc(C(=O)NC3CCCCC3C)ccc2c1=O (configuration not stated)	2	-1	1	2	2	5	0	1.6	0.2
C[C@@H](CN1C(=O)C(=O)NC[C@@H]1Cc1ccc(O)cc1)NC(=O)Cc1ccccc1	2	0	2	15	-12	5	3	0.0	0.0
O=C(O)c1ccc(OCc2ccc(C(=O)O)o2)cc1	7	-1	2	-2	6	-2	-2	-0.8	0.3
COc1ccccc1C(=O)NCC(=O)OCC(=O)c1cccc2ccccc12	-2	-16	1	1	11	-6	-4	-0.2	0.0
Cc1cccc(CNC(=O)c2cc(S(=O)(=O)N3CCOCC3)cn2C)c1	-21	-1	-2	7	8	5	-1	1.9	-0.8
COc1ccc(N2CCN(CC(=O)Nc3ncc(C)s3)CC2)cc1	-35	11	-2	9	3	2	-3	-4.0	0.0
Cc1ccc(NC(=O)CSC(C)C(=O)OC(C)C(=O)NC2CCCCC2C)cc1 (configuration not stated)	-3	·	·	·	-7	1	0	2.4	0.1
COC(=O)c1cc(OC)c(OC)cc1NC(=S)N1CCCCC1	6	6	1	-3	-9	1	-5	-0.2	0.1
N#Cc1ccc(/C=N/NC(=O)c2cccc(S(=O)(=O)N3CCOCC3)c2)cc1	-9	-1	0	-3	-3	6	-1	0.7	0.1
COc1ccc(C(CNS(=O)(=O)c2ccc(NC(C)=O)c(OC)c2)N2CCCC2)cc1 (configuration not stated)	6	·	·	·	5	-5	·	·	-0.3
CC(=O)N1CCOc2cc(S(=O)(=O)NCc3ccc(F)cc3)c(C)cc21	14	0	1	-5	7	7	-4	1.6	0.1
COc1ccc(C)cc1NC(=O)CSc1nnc(CC(=O)Nc2ccccc2C)n1C	-2	2	-3	0	7	-3	-3	0.0	0.1
O=C(O)c1ccc(/C=C/c2nc3ccccc3c(=O)[nH]2)cc1	7	4	-4	11	-5	-1	-5	-1.9	-0.2
CC(=O)Nc1ccc(NC(=O)CSc2nc3ccccc3nc2N2CCCCC2)cc1	2	-1	1	13	0	-5	-2	2.6	0.3
COc1ccccc1C(=O)NCC(=O)N/N=C/c1cc(Br)ccc1OCc1ccccc1	-3	-2	-1	18	11	-6	7	2.5	0.0
CCC(C)C(=O)Nc1cc(Cl)ccc1C(=O)O (configuration not stated)	8	2	-4	1	-4	2	-5	1.8	-0.2
COc1ccc(Cn2c(N)c(C#N)c3nc4ccccc4nc32)cc1OC	23	-2	12	11	-10	4	0	6.6	0.2
C=CCc1ccc(OCCCCNC(C)CC)c(OC)c1 (configuration not stated)	1	-5	-3	2	2	-3	-5	0.4	-0.8
CCOC(=O)c1nn(-c2ccc(F)cc2)c(=O)cc1OCC(=O)Nc1ccc(OCC)cc1	-11	-2	0	3	8	7	0	0.8	-0.1

SMILES	JMJD2C inh	Fh CTSL1 inh	TPT1 inhibitor	HCV core dimer	proCasp7 act	proCasp3 act	PP1 counter	PP5 inh	Efflux pump mplx
Cc1ccc(C(C)C)c(OCC(=O)NN=C2CCCCCCC2)c1	15	-4	-2	10	-13	7	2	1.3	-0.1
CC(C)c1cc(=O)n2c(nc3ccccc32)[nH]1	0	-2	-2	4	3	8	-2	-1.4	-0.2
COc1nc(Nc2cccc(F)c2)nc(OC)n1	3	-3	-1	5	-7	-1	-2	4.5	0.0
Cc1ccc(OCCC(=O)OCC(=O)N2CCN(S(=O)(=O)c3ccc(C)cc3)CC2)cc1	-4	-50	-2	5	12	2	3	-0.3	0.1
Nc1c(/C=C2\C=Nc3ccccc32)c(=O)nc2sc(CC(=O)N3CCOCC3)nn12	11	5	5	-17	-4	-6	-2	0.9	0.0
Cc1ccc(/C=C/c2ccc(=O)n(Cc3ccc(Cl)cc3Cl)n2)cc1	4	-2	0	5	6	4	-4	-1.7	-0.2
Cc1cccn2c(=O)c3cc(C(=O)N4COCC4(C)C)n(C)c3nc12	-4	1	-3	-2	8	9	-4	1.2	0.2
CCCc1nnc(NC(=O)Cn2c(=O)oc3ccccc32)s1	7	-1	-1	7	-5	-6	3	3.1	0.0
CCC(C(=O)NCc1ccncc1)c1ccccc1 (configuration not stated)	15	-2	1	-8	8	-1	2	-2.3	0.0
COCCN(C)Cc1cn(-c2ccc(F)cc2F)nc1-c1ccccc1C	3	1	-1	-3	4	-4	-3	2.5	0.5
O=C(Nc1ccc2sccc2c1)c1ccc(Cl)s1	-15	0	-4	-1	4	12	-3	2.1	0.1
COC(=O)C1=C(C)Nc2ccc(C)cc2S1	4	-3	-4	-25	-13	-20	-3	0.3	-0.2
Cc1cc(C(=O)OCC(=O)Nc2c(F)cccc2F)c(C)n1-c1ccccc1	-3	2	-9	7	-9	-1	0	1.1	0.0
O=C(NNC(=O)c1ccccc1Cl)c1ccc(-n2cncn2)c([N+](=O)[O-])c1	4	·	·	·	-2	2	6	-1.6	0.1
Cc1nc2ccc(NS(=O)(=O)c3cccc([N+](=O)[O-])c3)cc2s1	-1	·	·	·	2	5	·	·	0.2
Nc1c(N(Cc2ccco2)C(=O)c2ccc(Br)cc2)c(=O)[nH]c(=O)n1Cc1ccccc1	·	·	·	·	2	3	0	2.0	0.1
C/C(=N\Nc1cccc2cccnc12)c1ccccn1	1	3	-2	-1	-10	-9	0	-0.2	-0.1
CN(CC(=O)Nc1ccc(F)c(F)c1F)C(=O)C1=NN(c2ccccc2)C(=O)CC1	·	·	·	·	-4	-2	-8	2.5	0.2
O=C(c1ccccc1)C1CCc2occc2C1=O (configuration not stated)	-12	-1	2	1	4	-1	-2	-2.0	0.0
CC(C)CC1CC(C)(c2csc(NNC(=O)c3ccccc3)n2)OC1=O (configuration not stated)	20	-2	3	6	-4	8	-3	-1.1	0.0

SMILES	JMJD2C inh	Fh CTSL1 inh	TPT1 inhibitor	HCV core dimer	proCasp7 act	proCasp3 act	PP1 counter	PP5 inh	Efflux pump mplx
Cc1cccc(Oc2ncc(-c3ccc(Cl)cc3)cn2)c1	-3	-2	-3	-10	1	6	0	2.3	0.1
CSc1ccc(/C=N\NC(=O)COc2ccc(Cl)cc2Br)cc1	13	-3	1	-14	-11	3	46*	1.7	0.2
CC(C)c1ccc(N(CC(=O)NC2CCCC2)C(=O)CCC(=O)Nc2ccccn2)cc1	1	-3	0	11	4	12	-1	-1.2	0.1
COc1ccc(CC(=O)Nc2cc(NC(=O)Cc3ccc(OC)c(OC)c3)cc(C(=O)O)c2)cc1OC	3	0	2	5	-2	7	-4	2.2	-0.2
CCN(CC)CCNC(=O)CCc1nnc2ccc(N3CCC(C)CC3)nn12	4	1	0	-1	-6	2	0	-0.8	-0.3
O=C(N/N=C/c1ccncc1)c1ccccc1	0	6	-2	-4	8	-6	-2	-0.1	-0.1
N#CCSc1nc(-c2ccccc2)nc2ccccc12	3	4	-1	16	-1	1	0	-0.2	0.1
COc1ccc2oc(-c3ccccc3)c(C(=O)O)c2c1	19	0	-4	-2	7	-9	1	1.4	-0.4
CCN(CCN1CCCC1)C(=O)C1CCC(=O)N(CCCN2CCOCC2)C1 (configuration not stated)	3	5	-1	-7	8	5	-5	-5.1	0.4
CCn1ncc(Br)c1C(=O)Nc1ccc(-c2ccno2)cc1	1	4	2	-7	-8	1	-3	0.9	0.6
CCCCN(C)CCCNC(=O)C1CCC(CNS(=O)(=O)c2c(C)cc(C)cc2C)CC1 (configuration not stated)	4	-1	5	0	5	2	2	0.4	0.2
CCCn1c(SCC(=O)NC(C)C23CC4CC(CC(C4)C2)C3)n[nH]c1=O (configuration not stated)	-1	3	-1	2	21	7	0	-0.2	0.3
CCOC(=O)c1ccccc1NC(=O)CSc1nnc(Cc2cccn2C)n1-c1ccc(C)cc1	-3	1	1	17	-19	-5	2	3.3	0.3
COCCNC(=O)C1=NOC(Cn2cc(C#N)c(=O)n(C)c2=O)C1 (configuration not stated)	-3	0	-4	-1	-9	0	-2	0.7	0.1
Cc1ccccc1S(=O)(=O)N(CC(O)CN1CCCCC1)c1ccccc1 (configuration not stated)	-14	-5	1	-9	6	-5	7	0.7	0.1
COc1ccc(C(C(=O)NC2CCCC2)N(C(=O)c2csnn2)C2CCCC2)cc1 (configuration not stated)	7	-4	0	2	3	-7	-2	0.6	0.4
O=C(CN1C(=O)NC2(CCCCCC2)C1=O)Nc1ccc(Cl)c([N+](=O)[O-])c1	5	·	·	·	-10	-8	·	·	0.3
CCCN1C(=O)CN(C2CCCCCC2)C(=O)C1c1ccc(C)cc1 (configuration not stated)	-45	-2	-1	-2	10	3	-3	-0.1	0.3
CCC(C)/C=C/C1=CC2=C(Cl)C(=O)C3(C)OC(=O)C(C(=O)C(C)C(C)O)C3C2=CO1 (configuration not stated)	-3	4	2	6	-4	4	-1	-0.2	0.1
COc1ccc(CCNC2CC(=O)N(N(C)C)C2=O)cc1OC (configuration not stated)	-16	-3	2	0	-3	0	-1	-0.9	0.1

SMILES	JMJD2C inh	Fh CTSL1 inh	TPT1 inhibitor	HCV core dimer	proCasp7 act	proCasp3 act	PP1 counter	PP5 inh	Efflux pump mplx
CC(C)n1c(O)c(N=NC(=O)CNC(=O)c2cccnc2)c2ccccc21	11	2	0	-6	2	2	-1	0.8	-0.2
CCc1c(C)c(C#N)c2nc3ccccc3n2c1-n1nc(C)cc1C	3	-3	-3	-1	-4	4	2	1.4	3.4
Cc1cc(C)c(C#N)c(N2CCN(C(=O)C3COc4ccccc4O3)CC2)n1 (configuration not stated)	-6	·	·	·	-6	1	-1	0.7	0.0
Cc1csc2ncnc(N3CCN(S(=O)(=O)c4cccc(C(F)(F)F)c4)CC3)c12	-5	2	-1	-5	4	0	7	3.2	-0.1
CCN(Cc1cc2ccccc2[nH]c1=O)C(=O)c1cccc([N+](=O)[O-])c1	6	1	5	1	7	6	-1	1.1	-0.1

# Structures above with a thiophene ring, fused or not, in the order listed:
SMILES	JMJD2C inh	Fh CTSL1 inh	TPT1 inhibitor	HCV core dimer	proCasp7 act	proCasp3 act	PP1 counter	PP5 inh	Efflux pump mplx
O=C(Nc1ccc2sccc2c1)c1ccc(Cl)s1	-15	0	-4	-1	4	12	-3	2.1	0.1
Cc1csc2ncnc(N3CCN(S(=O)(=O)c4cccc(C(F)(F)F)c4)CC3)c12	-5	2	-1	-5	4	0	7	3.2	-0.1
